All columns: NCI-60 one-dose screen, growth in % after 48 h at 10 µM unless noted; 100 = growth as untreated, 0 = no growth, -100 = all killed.
NCI-H226: NCI-H226 lung cancer. 79,000 compounds, 3.5% hits
COLO 205: COLO 205 colon cancer. 79,000 compounds, 7.3% hits
NCI-H522: NCI-H522 lung cancer; 78,000 compounds, 8% hits
NCI-H322M: NCI-H322M lung cancer; 80,000 compounds, 2.7% hits; AID 1794733
HCT-15: HCT-15 colon cancer | 82,000 compounds, 5.2% hits | AID 1794746
HT29: HT29 colon cancer. 81,000 compounds, 7.4% hits
NCI-H23: NCI-H23 lung cancer | 80,000 compounds, 4% hits | AID 1794731
SW-620: SW-620 colon cancer | 82,000 compounds, 5.2% hits | AID 1794795
NCI-H460: NCI-H460 lung cancer; 82,000 compounds, 6.8% hits
* = called active by the depositor; . = no result given. How the source made its calls: active means growth percent below 10; inactive means the rest.

1) O=[N+]([O-])c1ccc(Oc2ccccc2C2CCCCC2)c([N+](=O)[O-])c1
2) COC(=O)C1=NC(=O)C(C#N)=C(C(=O)OC)C1(C(=O)c1ccc(OC)cc1)c1ccc(OC)cc1 (stereo unspecified)
3) C#CCOc1ccccc1C(OC(=O)c1ccc(Cl)cc1Cl)C(=O)NC(C)(C)C(C)(C)C (stereo unspecified)
4) O=C(/C=C/Nc1ccccc1)c1cc2ccccc2oc1=O
5) Brc1ccc(/C=N/Nc2nnc(-c3ccncc3)o2)cc1
6) CCOC(=O)C1CCCNC1=O (stereo unspecified)
Compound,1,2,3,4,5,6
NCI-H226,99,103,77,86,108,115
COLO 205,142,125,84,102,123,147
NCI-H522,80,103,71,82,102,109
NCI-H322M,103,89,83,91,105,125
HCT-15,93,97,74,88,103,115
HT29,98,103,66,103,124,114
NCI-H23,93,92,73,83,95,100
SW-620,104,99,81,99,109,107
NCI-H460,100,94,89,96,118,132

7) Cc1ccc(/C=C2\SC(=S)N(CCCC(=O)O)C2=O)cc1
8) O=C(C[n+]1ccc2ccccc2c1)c1cccs1
9) Cn1cc(NC(=O)c2cc(NC(=O)CCSc3ccc4ccccc4c3)cn2C)cc1C(=O)NCCCN1CCOCC1
10) O=CNc1ccc(Cl)c(Cl)c1
11) CCOC(=O)C(C)OC(=O)C(C)O (stereo unspecified)
12) CCO/C=N/C1=C(C#N)C(c2ccc(Cl)cc2)c2sc3c(F)cccc3c2O1 (stereo unspecified)
Compound,7,8,9,10,11,12
NCI-H226,94,90,93,93,110,89
COLO 205,120,118,115,109,107,96
NCI-H522,95,91,89,94,91,-7.0*
NCI-H322M,101,96,107,99,94,92
HCT-15,96,104,109,94,98,36
HT29,113,101,85,102,100,90
NCI-H23,104,88,93,101,99,76
SW-620,110,93,115,99,106,35
NCI-H460,104,108,110,105,106,26

Copied from the list.
In NCI-H23, Cn1cc(NC(=O)c2cc(NC(=O)CCSc3ccc4ccccc4c3)cn2C)cc1C(=O)NCCCN1CCOCC1 has the entry 93
In NCI-H522, CCOC(=O)C(C)OC(=O)C(C)O (stereo unspecified) has the entry 91

Following part:
13) COc1ccc(-c2nc(NN3C(=O)C4C=CC=CC4C(=O)OC3c3ccc(OC)c(O)c3)[nH]c(=O)c2Br)cc1 (stereo unspecified)
14) O=c1[nH]c2ccccc2c(O)c1/C=N/Nc1nc(-c2ccccc2)cs1
15) C[C@H](Oc1ccc(C(=O)NS(=O)(=O)C(C)(C)C)cc1C(F)(F)F)c1ccc(Oc2ccccc2)cn1
16) COC(=O)CCCCCc1ccc(Cc2ccc(CCCCCC(=O)OC)cc2)cc1
17) COc1ccc(NC(=O)c2sc3nc(C)c(C(C)=O)cc3c2N)cc1
18) CCOC(=O)CCCCn1c(-c2ccccc2)cc(-c2ccccc2)c(C#N)c1=O
Compound,13,14,15,16,17,18
NCI-H226,107,71,99,98,96,105
COLO 205,113,97,118,119,103,104
NCI-H522,99,74,91,81,75,75
NCI-H322M,109,72,93,94,96,102
HCT-15,103,19,99,99,92,87
HT29,97,61,116,103,84,98
NCI-H23,91,84,98,101,98,96
SW-620,105,69,105,107,97,99
NCI-H460,110,49,109,111,96,107

19) O=C(O)/C=C/c1cc2c(cc1[N+](=O)[O-])OCO2
20) O=C1C=C(C(O)c2cccc3c2OCO3)C(=O)c2ccccc21 (stereo unspecified)
21) COc1ccc(/C(=C/c2cc(OC)c(OC)c(OC)c2)[N+](=O)[O-])cc1
22) COc1ccc(C(=O)CSc2nnc3sc(Nc4cccc(Cl)c4)nn23)cc1
23) COC(=O)CCc1c(/C=C2\N=C(c3ccc[nH]3)C=C2OC)[nH]c(C)c1C(=O)OCc1ccccc1
24) C=C1C(=O)O[C@H]2[C@H]1CC/C(Cn1cc(CCC)nn1)=C\CC[C@@]1(C)O[C@@H]21
Compound,19,20,21,22,23,24
NCI-H226,102,112,3.8*,99,20,-37*
COLO 205,110,111,-51*,112,5.0*,-72*
NCI-H522,.,102,-37*,89,-20*,-71*
NCI-H322M,93,117,87,93,56,90
HCT-15,102,112,-41*,103,-1.2*,-1.5*
HT29,97,102,-14*,109,9.2*,-9.0*
NCI-H23,108,100,24,102,20,41
SW-620,108,100,-31*,109,3.3*,-0.1*
NCI-H460,102,111,13,108,12,61

25) N#Cc1ccc(C(=O)c2c(N)c(C#N)cn2Cc2ccc(Cl)cc2Cl)cc1
26) COc1ccc(C(=O)C(CCC(CNC(C)(C)C)C(=O)c2ccc(OC)cc2)CNC(C)(C)C)cc1 (stereo unspecified)
27) CCCCn1c(-c2ccc(C(=O)O/N=C(\N)c3ccc(OC)cc3)cc2)nc(-c2ccccc2)c1-c1ccccc1
28) Cc1ccc(S(=O)(=O)c2nc(-c3ccccc3)oc2Sc2nc3ccccc3s2)cc1
29) COc1cc2c(Nc3ccc(-c4ccc(N)cc4)cc3)ncnc2c(OC)c1OC
30) CCCN1C(=O)c2c(F)c(F)c(F)c(F)c2C1=O
Compound,25,26,27,28,29,30
NCI-H226,93,.,70,49,79,101
COLO 205,120,102,0.2*,102,20,106
NCI-H522,93,92,-63*,54,49,88
NCI-H322M,107,98,62,94,.,96
HCT-15,103,89,-47*,45,29,97
HT29,104,89,22,94,46,101
NCI-H23,95,103,-42*,21,71,101
SW-620,101,106,5.5*,55,14,100
NCI-H460,112,92,-32*,68,20,101

One compound at a time, from the list above.
`Cc1ccc(S(=O)(=O)c2nc(-c3ccccc3)oc2Sc2nc3ccccc3s2)cc1` across the screens: NCI-H226 = 49; COLO 205 = 102; NCI-H522 = 54; NCI-H322M = 94; HCT-15 = 45; HT29 = 94; NCI-H23 = 21; SW-620 = 55; NCI-H460 = 68
`COc1cc2c(Nc3ccc(-c4ccc(N)cc4)cc3)ncnc2c(OC)c1OC` across the screens: NCI-H226 = 79; COLO 205 = 20; NCI-H522 = 49; NCI-H322M = .; HCT-15 = 29; HT29 = 46; NCI-H23 = 71; SW-620 = 14; NCI-H460 = 20
`CCCN1C(=O)c2c(F)c(F)c(F)c(F)c2C1=O` across the screens: NCI-H226 = 101; COLO 205 = 106; NCI-H522 = 88; NCI-H322M = 96; HCT-15 = 97; HT29 = 101; NCI-H23 = 101; SW-620 = 100; NCI-H460 = 101

Later entries:
31) CCCNC(=O)Oc1ccc(/C(=C(/C)Cc2ccc(OC)cc2)c2ccc(OCCN(CC)CC)cc2)cc1
32) ClCc1c(Cl)c(Cl)c(Cl)c(CCl)c1Cl
33) C#CCN
34) O=C(N/N=C\c1ccc(Br)cc1)c1ccncc1
35) COc1ccccc1OC(=O)c1ccccc1
36) CCC1(C)COC(c2ccc3c(c2)OCO3)OC1 (stereo unspecified)
Compound,31,32,33,34,35,36
NCI-H226,102,35,102,95,125,107
COLO 205,84,-87*,103,.,114,113
NCI-H522,90,-65*,93,87,130,.
NCI-H322M,90,94,104,116,113,90
HCT-15,69,4.9*,98,108,116,108
HT29,22,-78*,100,105,116,110
NCI-H23,90,83,113,99,114,97
SW-620,95,-82*,103,112,95,111
NCI-H460,88,74,108,113,165,110

37) Cc1cc(=O)n2c(C(=O)NN)nn(-c3ccc(S(N)(=O)=O)cc3)c2n1
38) O=C(CSc1nnc(Cn2c(C(F)(F)F)nc3ccccc32)o1)N1CCOCC1
39) COc1cc(C(=O)O)nc(N)n1
40) O=C1c2ccccc2C(=O)N1[C@@H]1C(=O)N2CCS[C@]12C(=O)OCc1ccccc1
41) COc1cccc(/C=C/c2c(C(=O)c3ccccc3)c(=O)[nH]c3ccccc23)c1
42) CC1N/C(=C/c2ccccc2)C(=O)O1 (stereo unspecified)
Compound,37,38,39,40,41,42
NCI-H226,101,101,102,96,79,90
COLO 205,105,109,108,103,104,101
NCI-H522,83,85,84,107,80,74
NCI-H322M,96,95,99,.,93,118
HCT-15,105,104,104,104,106,107
HT29,101,104,101,100,96,106
NCI-H23,105,99,106,98,109,107
SW-620,103,101,98,98,99,99
NCI-H460,116,104,104,105,104,106

43) CCCc1cc2c(cc1N(C)S(=O)(=O)c1ccccc1)OCO2
44) Clc1ccc(N2CCN(CCCN3CCN(c4cccc(Cl)c4)CC3)CC2)cc1
45) COc1ccc(/C=C2\COc3ccc(O)c(O)c3C2=O)cc1OC
46) Cc1c(C(=O)OCCO)cc(-c2ccc(Cl)cc2)n1-c1ccc(Cl)cc1Cl
47) Cc1ccc2cc(/C=C3\SC(=Nc4ccc(S(N)(=O)=O)cc4)NC3=O)c(Cl)nc2c1
48) O=C(c1nc2ccccc2[nH]1)C1C(c2cccc([N+](=O)[O-])c2)C2CC3CCCCC3N2[C@@]12C(=O)Nc1cc(Cl)ccc12 (stereo partly specified)
Compound,43,44,45,46,47,48
NCI-H226,88,91,47,.,106,.
COLO 205,92,42,56,108,114,13
NCI-H522,81,60,-56*,55,96,52
NCI-H322M,97,78,49,84,101,42
HCT-15,76,40,-39*,54,106,21
HT29,93,35,8.1*,75,108,13
NCI-H23,92,51,41,78,100,37
SW-620,100,66,4.0*,67,106,38
NCI-H460,100,50,1.3*,38,110,9.1*

49) Cc1ccc(S(=O)(=O)NCCCNc2nccc(-c3c(-c4cccc(F)c4)nc4occn34)n2)cc1
50) Cc1nn2c(CO)c(C)nc2s1
51) CCCN(CCC)C(=O)[C@@H](CC)[C@@H]1CC[C@@H](C)[C@@H]([C@H](C)[C@@H](O)[C@@H](C)C(=O)[C@H](CC)C2O[C@]3(C=CC(=O)[C@]4(CC[C@@](C)([C@H]5CC[C@](O)(CC)[C@H](C)O5)O4)O3)[C@H](C)C[C@@H]2C)O1 (stereo partly specified)
52) Oc1c(Cc2ccccc2)nc2c(-c3nc4ccccc4s3)c(Nc3ccccc3)[nH]n12
53) Cc1ccccc1NS(=O)(=O)c1ccc(-c2cc3ccccc3c(=O)o2)cc1
54) COc1cccc(/C=C2\SC(=S)N(c3ccccn3)C2=O)c1OC
Compound,49,50,51,52,53,54
NCI-H226,68,100,91,113,85,.
COLO 205,66,103,102,120,111,120
NCI-H522,72,91,91,90,92,118
NCI-H322M,78,91,.,93,95,112
HCT-15,73,107,93,91,94,111
HT29,28,103,104,111,107,143
NCI-H23,102,97,95,98,93,106
SW-620,77,110,93,104,101,106
NCI-H460,76,104,100,98,106,108

55) COC1/C=C\OC2(C)Oc3c(C)c(O)c4c(O)c(c(CN(C)CCO)c(O)c4c3C2=O)NC(=O)/C(C)=C\C=C/C(C)C(O)C(C)C(O)C(C)C(OC(C)=O)C1C (stereo unspecified)
56) CCCCCCCC(=O)Nc1cc2c3c(c1)CCC(=O)N3CCC2
57) CCOC(=O)/C=C(/C)NC(N)=O
58) COc1ccc(-c2nn(-c3ccccc3)cc2/C=C2\SC(=Nc3ccc(Cl)cc3)NC2=O)cc1
59) Brc1cc2c(c3ccccc13)N1O[C@@H](C2)C[C@H]1c1cccs1
60) Cc1cc(N2CCCCC2)nc(NC2CCCC(Nc3ccnc4cc(Cl)ccc34)C2)n1 (stereo unspecified)
Compound,55,56,57,58,59,60
NCI-H226,104,98,104,98,97,-51*
COLO 205,108,104,120,114,113,-86*
NCI-H522,88,87,119,93,89,-55*
NCI-H322M,98,104,107,100,93,-49*
HCT-15,104,96,101,100,101,-68*
HT29,140,114,106,109,.,-60*
NCI-H23,92,98,109,111,100,-16*
SW-620,105,101,111,102,94,-67*
NCI-H460,103,104,116,104,108,-65*

61) COc1ccc(-c2ccc3cc(C(=O)Nc4ccc(O)c(C(=O)/C=C/c5cc(OC)c(OC)c(OC)c5)c4)ccc3c2)cc1
62) O=C(c1ccccc1)c1cc(Cl)ccc1O
63) Cc1cc(O)c(C(=O)c2c[nH]c(=O)c(-c3ccc([N+](=O)[O-])cc3)c2)cc1C
64) CCc1ccc(C2CC(c3cccc(O)c3)=NN2c2ccc(S(N)(=O)=O)cc2)cc1 (stereo unspecified)
65) C1CSCN1
66) O=C(Nc1cnc(Cl)nc1Nc1ccc2c(ccn2Cc2cccc(F)c2)c1)c1ccccn1
67) CSCCC(N)C(=O)O (stereo unspecified)
Compound,61,62,63,64,65,66,67
NCI-H226,82,106,102,90,105,83,106
COLO 205,109,112,112,127,107,106,107
NCI-H522,88,92,92,71,102,69,95
NCI-H322M,100,100,103,96,109,75,103
HCT-15,80,109,105,83,104,65,97
HT29,95,102,107,119,.,91,98
NCI-H23,94,99,97,97,99,75,98
SW-620,94,107,103,102,105,88,97
NCI-H460,96,114,103,86,108,60,109

Compound activity as filed in PubChem.
